Source: PubChem BioAssay
LANA DNA inh = KSHV C-LANA DNA binding inhibition; MBP-C-LANA/FAM-LBS DNA binding, fluorescence polarization; AID 504423; 340,000 compounds, 0.078% hits; inhibition, % at 9 µM;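 active means highest replicate inhibition at or above 60% at 9 µM, even if other replicates fall short; inactive means all replicates below 60% inhibition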;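 further: 0% = neutral control wells and 100% = 4 µM acridine orange control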
Keap1 Nrf2 FP = Keap1-Nrf2 (human) interaction inhibition | 340,000 compounds, 0.15% hits | inhibition, % at 9.4 µM | Keap1 Kelch-Nrf2 peptide fluorescence polarization, 1536-well | AID 504523; in the data active means inhibition above about 12%; inconclusive means no clear call, values can overlap the other calls; inactive means below about 7.3%;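 further: human Keap1 Kelch domain with fluorescein labeled Nrf2 9mer peptide probe; 0% = neutral control wells and 100% = peptide positive control; higher means more block of Keap1 binding to Nrf2 peptide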
Target sequence (Q14145 whole entry, looked up, the tested form may be a part): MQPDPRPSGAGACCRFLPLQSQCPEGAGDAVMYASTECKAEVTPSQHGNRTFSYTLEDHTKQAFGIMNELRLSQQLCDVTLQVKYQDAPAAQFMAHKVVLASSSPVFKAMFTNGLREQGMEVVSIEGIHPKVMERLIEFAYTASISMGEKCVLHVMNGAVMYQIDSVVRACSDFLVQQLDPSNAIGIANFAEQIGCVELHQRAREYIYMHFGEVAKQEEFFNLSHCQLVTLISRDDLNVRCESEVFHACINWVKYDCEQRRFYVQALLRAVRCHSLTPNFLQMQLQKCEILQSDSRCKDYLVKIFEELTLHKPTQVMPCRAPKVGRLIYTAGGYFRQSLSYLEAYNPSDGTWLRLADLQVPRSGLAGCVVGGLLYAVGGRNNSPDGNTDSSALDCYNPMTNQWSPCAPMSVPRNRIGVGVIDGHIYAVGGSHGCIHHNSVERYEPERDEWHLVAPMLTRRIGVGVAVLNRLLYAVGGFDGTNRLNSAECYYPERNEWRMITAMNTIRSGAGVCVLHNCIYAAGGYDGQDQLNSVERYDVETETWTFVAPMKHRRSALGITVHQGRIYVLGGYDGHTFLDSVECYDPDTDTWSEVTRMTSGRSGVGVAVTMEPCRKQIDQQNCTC
PvdQ inh = blocks Pseudomonas aeruginosa PvdQ acylase activity; 340,000 compounds, 0.063% hits; inhibition, % at 10 µM; purified PvdQ acylase, fluorescence plate reader; in the data active means inhibition above about 30%, passing the limit was not always enough; inconclusive means no clear call, values can overlap the other calls;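 further: 0% = vehicle neutral wells and 100% = reference inhibitor wells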
SR-BI uptake up = activators of SR-BI mediated HDL lipid uptake; 320,000 compounds, 0.096% hits; CHO ldlA[mSR-BI] cells, DiI-HDL uptake fluorescence, 3 h; 100 = double the neutral-control signal; activation, % at 12.5 µM; AID 504775;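 active means mean replicate activation of at least 60% and every replicate at or above 60%; inconclusive means mean or all-replicate condition met, but not both; inactive means mean below 60% and not all replicates reaching 60%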;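 further: 0% = median plate neutral-control signal and 100% = twice that signal; values of inactives mirror those of a sister screen read the other way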
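Assay system: CHO ldlA[mSR-BI] cells, LDL receptor-null, SR-BI overexpressing; medium: Ham's F12 with 0.5% BSA, HEPES 25 mM, pH 7.4; also added: DiI-HDL 10 µg/mL; timing: 3 h uptake period with compound, 37 °C; signal: DiI fluorescence, bottom read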
PKA-R2B activ = activators of human PKA-R2B complex | PKA-R2B holoenzyme dissociation, Cy5-IP20 fluorescence polarization; R2B truncated from residue 108, S112A mutant; 0% DMSO only, 100% 113 µM cGMP | 340,000 compounds, 0.079% hits | activation, % at 11.4 µM;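 active means activation above a cutoff set at the mean over all compounds plus 3 SD, cut at about 18% in these data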;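 further: higher means more holoenzyme dissociation and a rise in polarization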
SR-BI DiI inh = blocks mouse SR-BI lipid uptake from DiI-HDL. AID 488896. ldlA[mSR-BI] CHO cells, DiI-HDL uptake fluorescence, 3 h. 320,000 compounds, 0.96% hits. Q61009. inhibition, % at 12.5 µM;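 active means mean replicate inhibition of at least 70% and a set share of replicates each scoring 70 or more; inconclusive means meets just one of the two criteria; inactive means fails both criteria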;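 further: 0% = median of neutral control wells and 100% = median of positive control wells; values of inactives mirror those of a sister screen read the other way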
Target sequence (Q61009 whole entry, looked up): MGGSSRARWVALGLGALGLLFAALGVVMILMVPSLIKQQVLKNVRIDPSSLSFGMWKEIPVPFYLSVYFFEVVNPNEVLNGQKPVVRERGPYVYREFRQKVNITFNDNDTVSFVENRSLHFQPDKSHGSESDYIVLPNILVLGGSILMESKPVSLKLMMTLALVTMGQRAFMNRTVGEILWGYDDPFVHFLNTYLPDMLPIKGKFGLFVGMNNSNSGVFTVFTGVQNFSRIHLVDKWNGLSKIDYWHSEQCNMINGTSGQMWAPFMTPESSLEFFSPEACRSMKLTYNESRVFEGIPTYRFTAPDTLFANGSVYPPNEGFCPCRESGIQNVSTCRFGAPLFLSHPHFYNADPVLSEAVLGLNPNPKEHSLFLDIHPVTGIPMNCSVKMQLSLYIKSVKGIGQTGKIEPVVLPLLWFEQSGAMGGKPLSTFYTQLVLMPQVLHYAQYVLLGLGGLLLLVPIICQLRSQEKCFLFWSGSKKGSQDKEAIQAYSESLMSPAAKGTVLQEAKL
Arrestin-AP2 inh = blocks beta-arrestin peptide binding to AP2 adaptin. FITC-arrestin peptide / GST-AP2 beads, flow cytometry; AP2 beta2 appendage carries R879A mutation. inhibition, % at 10 µM. 340,000 compounds, 0.31% hits. AID 504490;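 active means inhibition above a set limit, near 3 SD of compounds lacking own fluorescence, cut at about 54% in these data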;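 further: plate controls were DMSO wells for no effect and 5 µM unlabelled arrestin peptide for full effect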
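System: GST-tagged AP2 beta2-adaptin appendage (R879A) on 4 µm glutathione beads / Reagent: FITC-arrestin peptide, 50 nM / Detection: HyperCyt-sampled flow cytometry, FL1 channel, ex 488/em 535 nm / Timing: 12 min plus 1 h, RT / Buffer or medium: PBS plus Tween 20 (0.05%) and BSA (0.1%)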
NSD2 inh = NSD2 (human) methyltransferase inhibition; AID 743445; NSD2 peptide methylation, AlphaScreen, 120 min; 310,000 compounds, 0.54% hits; O96028; inhibition, % at 12.5 µM; in the data active means inhibition above about 50%
DAGLB inh = diacylglycerol lipase beta (human) inhibition | Q8NCG7 | inhibition, % at 5.17 µM | 340,000 compounds, 0.059% hits | AID 504411 | HEK293T DAGLB membrane lysate, EnzChek fluorogenic substrate; in the data active means inhibition above about 34%;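 further: 0% = enzyme with vehicle and 100% = wells lacking enzyme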
Cardiac RTF inh = cardiac RTF calcium desensitization | IANBD-labeled cardiac RTF, Ca2+ fluorescence | inhibition, % at 7.15 µM | AID 493244 | P19429+P45379 | 340,000 compounds, 0.12% hits;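 active means inhibition above the mean inhibition of all tested compounds plus 3 SD, cut at about 17% in these data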;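 further: assay run at fixed EC70 calcium of 1.6 mM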
Active calls of the source: *; u = inconclusive; x = no result given.

SMILES	LANA DNA inh	Keap1 Nrf2 FP	PvdQ inh	SR-BI uptake up	PKA-R2B activ	SR-BI DiI inh	Arrestin-AP2 inh	NSD2 inh	DAGLB inh	Cardiac RTF inh
O=C(c1ccco1)N1CCN(S(=O)(=O)c2ccc3c(c2)OCCO3)CC1	-1.0	0	-9	5	0	-5	96*	x	-3	-1
CCCCNC(=S)N/N=C/c1ccc(C#N)cc1	-0.7	1	6	-8	x	8	-2	-3	x	x
CN(C)c1ccc(C(=O)NN2C(=O)c3ccccc3C2=O)cc1	-0.3	-3	-6	20	-6	-20	19	x	1	11
Cn1ccc(NC(=O)c2ccc(Cl)cc2Cl)n1	-2.0	3	6	-4	2	4	39	-1	-3	3
CCOC(=O)c1[nH]c(C)c(C)c1C	-1.0	0	-4	8	-7	-8	-10	-1	3	-6
CC(=O)c1c(C)[nH]c(C(=O)N2CCN(c3cc(Cl)ccc3C)CC2)c1C	-1.2	1	2	-47	-1	47	19	3	-15	-13
Cc1cc(C)nc(NN=C2CCCC2)n1	0.2	0	-8	1	-1	-1	-6	-4	3	1
CC(Nc1cccc(C(=O)NC2CC2)c1)c1nnc(-c2ccccc2)o1 (stereo not drawn)	1.7	-4	-13	-7	2	7	-4	-3	-1	3
O=C(CN(C(=O)c1ccc(Cl)cc1Cl)N1C(=O)C2C3C=CC(C3)C2C1=O)c1ccc(F)cc1 (stereo not drawn)	1.1	-3	7	36	-4	-36	26	0	0	-2
O=C(Nc1cc(-c2nc3ncccc3o2)ccc1Cl)c1ccc([N+](=O)[O-])o1	-1.1	6	-10	x	14	x	20	6	0	2
O=C(NCCCn1ccnc1)/C(=C\c1ccco1)NC(=O)c1ccco1	1.2	-2	7	10	-5	-10	21	-8	-1	6
CC(=O)c1sc2nc(=O)c(C)nn2c1C	2.4	0	6	17	-2	-17	4	3	1	-2
O=C(OCCc1cc2ccccc2c(=O)o1)c1ccc(C(F)(F)F)cc1	2.4	-3	-10	12	-1	-12	15	x	-16	6
O=C(c1ccc([N+](=O)[O-])s1)N1CCCc2ccccc21	-2.5	3	6	-36	2	36	18	19	-6	6
NCC(=O)NCC(=O)OCc1ccccc1	1.7	-4	0	23	-3	-23	9	x	-1	-7
CCn1c(=O)cc(SCC(=O)Nc2cc(OC)c(OC)c(OC)c2)c2ccccc21	-0.8	-3	-6	-40	6	40	3	2	2	0
CCCNC(=O)c1cccc(COc2ccccc2OC)c1	-0.2	-3	-7	-39	-14	39	0	-2	1	-7
c1ccc2c(c1)-c1ccccc1C2N1CCOCC1	-0.5	-5	-13	-7	4	7	5	2	-2	6
CSCCC(NC(=O)COc1ccccc1)C(=O)N1CC(C)CC(C)C1 (stereo not drawn)	0.8	-2	-4	6	5	-6	7	2	-1	-3
COc1ccccc1CNC(=O)CCNS(=O)(=O)/C=C/c1ccc(C)cc1	3.4	-6	-10	-9	-6	9	-3	1	0	2
COc1cc(NC(=O)c2cccc(F)c2)cc(OC)c1OC	0.3	0	-3	-22	-10	22	25	-4	0	2
Cc1ccc(C)c(N2CCN(C(=O)CCNS(=O)(=O)c3ccc4c(c3)oc(=O)n4C)CC2)c1	1.4	5	-8	-1	-8	1	-12	0	4	1
CCCc1[nH]nc2c1C(c1cc(OC)cc(OC)c1)C(C#N)=C(N)O2 (stereo not drawn)	-2.6	5	-7	41	-2	-41	-10	-1	2	7
Fc1ccc(CNc2ccc(N3CCN(Cc4ccccc4)CC3)cc2)cc1	-0.3	-8	-14	u	5	-268	5	6	-12	-8
CCN1CCN(c2cc(C)c3cc(NC(=O)c4ccc(C)c(C)c4)ccc3n2)CC1	-0.8	-5	-4	-56	-3	56	14	-2	2	-7
COc1ccc(CCNC(=O)Cn2ccc3c(OC)cccc3c2=O)cc1OC	-9.3	-1	-16	-21	-1	21	4	x	-1	-12
CCCCOc1cc(=O)[nH]c(=O)[nH]1	0.5	2	-9	7	4	-7	-2	1	0	-6
Cc1cccn2c(=O)c3cc(C(=O)O)n(C)c3nc12	-0.8	-1	4	11	3	-11	5	-4	0	-14
c1ccc(-c2oc3ncnc(NCCCN4CCOCC4)c3c2-c2ccccc2)cc1	1.3	6	-2	-20	-3	20	11	-3	3	-3
CCOc1ccc(Nc2nc(-c3sc(N)nc3C)cs2)cc1	0.8	-6	-19	-22	-3	22	8	5	5	-5

Compound profiles, from the list above. Order of screens: LANA DNA inh | Keap1 Nrf2 FP | PvdQ inh | SR-BI uptake up | PKA-R2B activ | SR-BI DiI inh | Arrestin-AP2 inh | NSD2 inh | DAGLB inh | Cardiac RTF inh
CCCCOc1cc(=O)[nH]c(=O)[nH]1 across the screens: 0.5 | 2 | -9 | 7 | 4 | -7 | -2 | 1 | 0 | -6
Cc1ccc(C)c(N2CCN(C(=O)CCNS(=O)(=O)c3ccc4c(c3)oc(=O)n4C)CC2)c1 across the screens: 1.4 | 5 | -8 | -1 | -8 | 1 | -12 | 0 | 4 | 1

Following part:
SMILES	LANA DNA inh	Keap1 Nrf2 FP	PvdQ inh	SR-BI uptake up	PKA-R2B activ	SR-BI DiI inh	Arrestin-AP2 inh	NSD2 inh	DAGLB inh	Cardiac RTF inh
CC(=O)Nc1cccc(NC(=O)CSc2nnc(NC(=O)c3ccco3)s2)c1	1.8	3	-9	0	-2	0	-1	4	-1	-3
Cc1nc2cc(-c3ccc(Cl)cc3)nn2c(NCCN(C)C)c1C	-0.8	-6	0	-16	2	16	-2	2	3	-23
Cc1cccc(CCN(C(=O)Cc2cccs2)C(C(=O)NC2CCCCC2)c2cccnc2)c1 (stereo not drawn)	-0.6	-5	3	6	2	-6	8	4	-6	-4
CC1CCC(NC(=O)CNC(=O)Cc2cccc3ccccc23)CC1 (stereo not drawn)	0.2	-3	-16	x	3	x	6	-3	-1	-26
N#Cc1nc(-c2ccc(F)cc2)oc1NCc1ccccc1	0.2	3	5	4	-1	-4	28	x	-2	-6
Cn1c(COc2ccc(Cl)cc2)nnc1SCC(=O)NC1CC1	1.7	-2	-9	18	-5	-18	1	0	-1	-11
O=C(Nn1cnnc1)C(Sc1ccccc1)c1ccccc1 (stereo not drawn)	0.2	-5	-11	21	4	-21	-3	-6	1	-8
Cc1ccc(C)c(N2CCN(C(=O)c3ccc4nsnc4c3)CC2)c1	-0.4	-2	-5	-13	-1	13	-15	4	-12	0
COc1ccc(C(=O)COC(=O)C(C(C)C)N2C(=O)C3C4C=CC(C4)C3C2=O)cc1 (stereo not drawn)	-0.8	-5	-8	-22	-2	22	2	-6	0	-2
Cc1ccc(NC(=O)CCN2CCC(C(N)=O)CC2)cc1	0.4	4	-7	-3	-8	3	9	-5	2	-4
CCCC[C@@H](CNC)NC[C@H](NCCCCC1CCCCC1)C(C)C	2.3	-6	4	22	2	-22	10	x	2	-5
COc1ccc(N2CCN(C(CNS(=O)(=O)c3cc(F)ccc3F)c3cccnc3)CC2)cc1 (stereo not drawn)	2.3	-1	-2	3	-6	-3	84*	-2	2	10
O=C(CCNC(=O)N1CC(=O)Nc2ccccc21)Nc1ccc(F)c(Cl)c1	-0.1	-2	-9	5	-9	-5	-13	-1	0	4
COc1ccccc1NC(=O)c1cc2c(CO)cnc(C)c2oc1=Nc1cccc(C(N)=O)c1	3.6	1	1	7	-5	-7	19	0	-1	-1
CCCCC[C@H]1CN(Cc2ccccc2)C(=O)[C@@H]1CC(=O)NCc1ccccc1	2.2	0	-10	-17	8	17	5	x	-2	-4
COc1ccc(C(=O)CSc2nnc(NC(=O)C3CC(=O)N(c4ccccc4C)C3)s2)cc1 (stereo not drawn)	2.4	0	-1	6	-1	-6	7	1	6	-7
CCCn1c(SCCN2C(=O)c3ccccc3C2=O)n[nH]c1=O	1.6	2	-12	29	-6	-29	-1	13	1	0
Cc1c(Cl)cnc(NC(=O)COC(=O)CCC(=O)c2cccs2)c1Cl	-1.1	-1	6	-3	-3	3	4	5	-1	10
COc1ccc(C(=O)OCC(=O)Nc2ccc(N3CCOCC3)cc2)cc1	-4.1	-3	-8	0	9	0	11	0	1	-15
O=S(=O)(NCc1ccccn1)c1cc(C(F)(F)F)ccc1Cl	-0.8	-4	-7	-9	-4	9	-6	-10	-1	1
CCN(CC)N=Nc1[nH]nc2nc(C)cc(C)c12	0.5	-2	-9	7	-7	-7	8	5	0	1
COc1cccc(OCc2cc(C(=O)N3CCC(c4ccncc4)CC3)no2)c1	0.4	-1	-2	9	9	-9	39	1	-1	-6
Cc1cc(-c2c(C)[nH]n(-c3ccccc3)c2=O)n(-c2ccccc2)n1	2.7	-2	7	11	8	-11	24	-1	-1	1
CN(C)C(=O)Cn1cnc2c(cnn2-c2ccc(F)cc2)c1=O	0.5	3	2	28	-7	-28	34	-1	-2	-6
CC(C)CCNC(=O)c1cc2c(s1)-c1ccccc1S(=O)(=O)C2	-1.4	-5	-9	x	1	x	-3	-1	2	-7
COc1ccc(NC(=O)COC(=O)c2ccc(S(=O)(=O)N(C)c3ccccc3OC)cc2)cc1	-2.7	-4	-17	3	2	-3	-10	2	-4	-4
Cc1ccc(N=Nc2c(N)nn3c(C)cc(C)nc23)cc1	0.4	0	-12	-7	1	7	2	3	0	-9
CC(C)(C)OC(=O)N1CCC(C(=O)N[C@H](Cc2ccccc2)C(=O)O)CC1	-0.1	2	4	-7	1	7	4	-1	3	-27
S=C1NC2=C(CCCC2=C2SCCS2)C(c2ccccc2)N1 (stereo not drawn)	-1.3	-3	-25	-9	-2	9	-7	3	0	-4
CC(=O)Nc1ccc(S(=O)(=O)Nc2ccc(F)c([N+](=O)[O-])c2)cc1	-1.1	1	5	1	-6	-1	33	-1	-1	12
O=C(COC(=O)C1CCN(S(=O)(=O)c2ccc(Cl)c(C(F)(F)F)c2)CC1)NCc1ccco1	-0.3	-3	1	-14	7	14	-4	-1	-1	-15
CN1C(=O)CSc2ccc(NC(=O)NCc3ccco3)cc21	-0.4	1	-8	-24	6	24	2	1	3	-17
O=[N+]([O-])c1ccn(-c2nc(-c3cccs3)cc(C(F)(F)F)n2)n1	-0.7	-3	-14	x	-3	x	-6	-1	-2	-8
O=C(CSC1=NC(=O)C(Cc2ccccc2)C(=O)N1)NC1CCCCC1 (stereo not drawn)	0.0	-1	-4	23	0	-23	1	1	0	-1
CCc1sc(NC(=O)CN2CCC(C(N)=O)CC2)nc1-c1ccccc1	0.1	-1	-15	10	13	-10	-9	0	1	1
CC(=O)c1cccc(NC(=O)C2CCN(S(C)(=O)=O)CC2)c1	0.0	1	-15	-1	13	1	3	x	-1	-8
COc1ccc2c(c1)cc1c(=O)n(CC(=O)NCCCN3CCOCC3)nc(C)n12	-0.3	-1	-7	-3	3	3	1	-6	0	3
O=C(N/N=C1\CCCc2c1[nH]c1ccc(Cl)cc21)c1ccncc1	-2.8	-3	3	-42	-7	42	9	-1	3	-3
